Screens: PubChem, Broad Institute
Statin myotox sup: protects C2C12 myotubes from simvastatin toxicity. 0.78% of 330,000 active. AID 602340. rescue of ATP level, % at 7.49 µM. ATP luminescence, 48 h; scaled: DMSO 0, geranylgeraniol control 100;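 active = mean ATP rescue above about 67%, or every replicate alone reaching that limit, limit read from the data, passing the limit was not always enough; inconclusive = no clear call, values can overlap the other calls; inactive = mean under the limit and some replicate under it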;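 note: myotubes were challenged with 10 µM simvastatin during compound exposure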
E-selectin induc: induces E-selectin expression in human endothelial cells | 0.37% of 260,000 active | activation, % at 7.58 µM | HUVEC E-selectin immunofluorescence imaging; normalized: neutral wells 0, TNF-alpha wells 100 | P16581 | AID 686992;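 active = mean E-selectin-positive cell signal at least 10% of the positive control, reached in at least 60% of replicates, without over 20% cell loss; inconclusive = no rule given, readout overlaps actives, possibly toxicity-flagged; inactive = the rest, including those meeting only one limit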;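 note: in these data hits start at about 27%; measured in HUVEC primary endothelial cells; signal is the percent of cells scored E-selectin positive by PE staining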
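Assay system: HUVEC primary endothelial cells. Input: 3,000 HUVEC seeded per well. Doses: one compound dose added by pin transfer. Read-out basis: % PE-positive cells. Benchmarks: TNF-alpha high, DMSO low. Detection: immunofluorescence imaging. Buffer or medium: EGM-2, gelatin.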
SIRT5 inh: blocks human SIRT5 desuccinylation of peptide | Q9NXA8 | Purified SirT5, succinyl-peptide AMC, trypsin-coupled fluorescence | inhibition, % at 15 µM | 1.1% of 330,000 active; in the data active = inhibition above about 15%; inconclusive = no clear call, values can overlap the other calls
Target sequence (Q9NXA8 whole entry, looked up): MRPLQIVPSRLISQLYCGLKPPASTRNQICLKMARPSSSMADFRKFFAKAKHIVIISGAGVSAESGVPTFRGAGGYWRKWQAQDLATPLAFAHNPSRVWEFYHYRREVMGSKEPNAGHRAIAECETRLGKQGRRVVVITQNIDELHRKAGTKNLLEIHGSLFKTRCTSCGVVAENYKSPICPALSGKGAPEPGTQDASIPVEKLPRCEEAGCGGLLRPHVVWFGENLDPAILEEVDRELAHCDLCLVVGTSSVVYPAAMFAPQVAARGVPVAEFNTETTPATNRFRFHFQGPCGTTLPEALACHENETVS
PglD DTNB: blocks C. jejuni PglD acetyltransferase activity | purified PglD enzyme, DTNB colorimetric CoA detection | inhibition, % at 12.5 µM | 0.098% of 360,000 active | AID 602405; in the data active = inhibition above about 16%, passing the limit was not always enough; inconclusive = no clear call, values can overlap the other calls; note: strong numbers were not always called active
ERp5 inh: ERp5 (human) disulfide isomerase inhibition; Q15084; ERp5 insulin aggregation, absorbance 650 nm, 90 min; inhibition, % at 9.99 µM; 0.05% of 350,000 active;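 active = mean replicate inhibition above about 25%, with every replicate also reaching it, limit read from the data, passing the limit was not always enough; inconclusive = only one of those two criteria met; inactive = neither criterion met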
Target sequence (Q15084 whole entry, looked up): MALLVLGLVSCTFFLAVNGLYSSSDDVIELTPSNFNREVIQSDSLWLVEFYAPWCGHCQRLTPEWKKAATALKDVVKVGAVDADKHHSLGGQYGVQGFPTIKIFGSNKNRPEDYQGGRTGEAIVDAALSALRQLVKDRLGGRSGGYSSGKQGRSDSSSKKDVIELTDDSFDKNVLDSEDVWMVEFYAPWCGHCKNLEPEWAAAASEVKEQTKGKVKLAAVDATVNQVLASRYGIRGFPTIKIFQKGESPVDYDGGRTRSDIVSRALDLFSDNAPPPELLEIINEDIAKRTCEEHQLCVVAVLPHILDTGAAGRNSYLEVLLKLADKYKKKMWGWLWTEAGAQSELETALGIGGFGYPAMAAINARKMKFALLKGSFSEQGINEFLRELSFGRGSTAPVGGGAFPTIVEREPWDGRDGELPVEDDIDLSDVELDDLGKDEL
S100A4 inh HTS: blocks human S100A4 binding to myosin IIA peptide; S100A4/TAMRA-MyoIIA peptide fluorescence polarization; AID 652163; 0.14% of 360,000 active; P26447; inhibition, % at 10.7 µM;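 active = mean inhibition of at least 70% across replicates, with every replicate also reaching that level; inconclusive = mean inhibition reaches 70% but some replicates fall short; inactive = mean inhibition below 70%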
Target sequence (P26447 whole entry, looked up): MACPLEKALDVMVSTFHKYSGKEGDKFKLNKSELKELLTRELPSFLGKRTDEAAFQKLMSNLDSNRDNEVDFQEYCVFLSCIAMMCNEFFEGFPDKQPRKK
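Test system: S100A4 monomer protein; Medium: HEPES pH 7.2 with CaCl2, KCl, NaCl, DTT, Triton; Probe or stimulus: TAMRA-labelled myosin IIA heavy-chain peptide probe, 5 nM; Doses: one dose per compound; Times: polarization read 5 min after assay mix addition, stable 5–60 min; Benchmarks: neutral control DMSO, positive control TFP.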
DENV2 CPE rescue: inhibitors of DENV2 cytopathic effect; DENV2-infected cells, cytopathic effect rescue, plate reader; 1.7% of 350,000 active; AID 651640; CPE inhibition, % at 9.99 µM; in the data active = CPE inhibition above about 20%, passing the limit was not always enough; inconclusive = no clear call, values can overlap the other calls; tested in BHK-21 cells;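 note: 0% = median of neutral control wells and 100% = median of positive control wells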
Numbers without * were called inactive; ? = inconclusive; · = no result given.

SMILES	Statin myotox sup	E-selectin induc	SIRT5 inh	PglD DTNB	ERp5 inh	S100A4 inh HTS	DENV2 CPE rescue
Cc1[nH]c2ccccc2c1C(=O)CN1C(=O)C(=O)N(Cc2ccco2)C1=O	11	3.8	-8	·	2	7	0
O=C(CCNC(=O)c1ccccc1Cl)NNC(=O)c1ccccc1O	·	0.4	-6	·	-5	3	-2
C[C@H](CO)N1C[C@H](C)[C@H](CN(C)Cc2ccc(Cl)c(Cl)c2)Oc2ccc(NS(=O)(=O)c3cn(C)cn3)cc2CC1=O	61	·	2	2	7	-15	-2
O=C(Nc1ccc([N+](=O)[O-])cc1)c1cn(-c2ccccc2)nc1-c1cc2ccccc2o1	·	·	1	·	2	3	8
CC1CCC(NC(=O)CCC(=O)N2CC(C)Oc3ccccc32)CC1 (stereo not drawn)	8	-0.3	·	-1	11	-5	10
CN(C)S(=O)(=O)c1ccc(C(=O)NCc2ccc3[nH]c4c(c3c2)CCCC4)cc1	-14	·	0	1	1	4	-2
CC(C)c1cn(CC[C@@H]2CC[C@H](NC(=O)C3CCOCC3)[C@H](CO)O2)nn1	·	3.3	-2	·	-3	14	31*
Cc1ccc(-c2ccc3c(c2)O[C@H](CN(C)C)[C@H](C)CN([C@@H](C)CO)S3(=O)=O)cc1	14	-0.2	1	1	2	-42	11
CCN(CC)c1ccc(N=CN2CCOCC2)cc1	-3	·	0	-4	-1	-18	5
C=CCN(c1ccccc1)S(=O)(=O)c1cccc(C(=O)Nc2ncccc2C)c1	0	·	-2	4	3	-6	13
CCCNc1ccc(S(=O)(=O)N(C(C)C)C(C)C)cn1	3	0.0	·	7	·	·	·
COc1ccc(-n2c(C)nc3cc(C(=O)NCc4ccc5c(c4)OCO5)ccc32)cc1	·	0.3	1	4	-1	-1	8
CCCCC(CC)C(=O)Nc1ccccc1C(=O)NC(C)C (stereo not drawn)	10	·	-2	0	-1	-11	·
O=C(CSc1ccc2ccccc2n1)NC1CC1	0	·	-4	-5	2	-6	-3
COc1ccc(Cc2c(-c3cccc(Cl)c3)nc3cc(C)c(Br)c(C)n23)c(C)c1	·	0.1	4	·	9	0	14
CC(C)NC(=O)COc1ccc(S(=O)(=O)N2CCCC2)cc1	27	·	-1	0	-1	-4	0
COC(=O)c1ccc(NC(=O)C2CCCN2C(=O)OCc2ccccc2)cc1 (stereo not drawn)	-6	·	-1	-3	1	-12	-1
C=C(C)CSc1nc2ccccc2c(=O)n1-c1c(C)n(C)n(-c2ccccc2)c1=O	·	0.9	0	·	4	-3	-6
COc1ccc(CCC(=O)NCc2cccc(C(F)(F)F)c2)cc1	-3	0.0	1	-4	-2	5	5
CO[C@H]1CN(C)C(=O)c2ccc(NS(=O)(=O)c3cccc(F)c3)cc2OC[C@H](C)NC[C@@H]1C	·	2.0	-3	·	7	-10	4
CN(CC(=O)Nc1ccc(F)cc1)CC(=O)N(C)C1(C#N)CCCCC1	-10	-0.1	-1	-2	-2	-2	14
COc1cc(OC)cc(OC(=O)C2CCN(S(=O)(=O)c3ccc(OC)c(OC)c3)CC2)c1	10	·	0	1	-3	-7	6
CCN(CC)C(=O)c1cc(S(=O)(=O)N2CCCCC2)c[nH]1	-10	4.5	-3	3	0	1	9
Cc1n[nH]c(C)c1CCN(C)Cc1cn(C)nc1-c1ccc2c(c1)OCCO2	-1	1.6	-1	-1	4	-3	12
O=C(C[C@@H]1CC[C@H](NC(=O)CN2CCOCC2)[C@@H](CO)O1)NCc1cccc(F)c1	11	-0.2	2	11	-3	11	8

Complete entries, quoted from the list. Order of screens: Statin myotox sup | E-selectin induc | SIRT5 inh | PglD DTNB | ERp5 inh | S100A4 inh HTS | DENV2 CPE rescue
CC(C)NC(=O)COc1ccc(S(=O)(=O)N2CCCC2)cc1 is listed with 27 | · | -1 | 0 | -1 | -4 | 0
COC(=O)c1ccc(NC(=O)C2CCCN2C(=O)OCc2ccccc2)cc1 (stereo not drawn) is listed with -6 | · | -1 | -3 | 1 | -12 | -1

The list continues:
SMILES	Statin myotox sup	E-selectin induc	SIRT5 inh	PglD DTNB	ERp5 inh	S100A4 inh HTS	DENV2 CPE rescue
Nc1ncnc2c1ncn2[C@@H]1O[C@H](C(=O)N[C@@H](CCc2ccccc2)C(=O)N2CCN(C(=O)N3CCOCC3)CC2)[C@@H](O)[C@H]1O	·	-0.2	2	·	-1	-3	-10
O=C(NCc1ccc(Cl)c(Cl)c1)C1CCCC1	·	14	0	-5	-1	0	-5
COc1ccc(NC(=O)CN(C)CC(=O)NC(=O)NC2CCCCC2)cc1	12	5.7	-1	1	-3	11	1
COc1ccccc1NC(=O)N[C@@H]1C=C[C@H](CC(=O)N2CCC(Cc3ccccc3)CC2)O[C@H]1CO	10	-0.7	6	8	-3	3	-8
COc1ccccc1OCCNC(=O)c1ccc(Br)cc1	14	0.0	1	2	1	-6	0
C[C@@H]1CN([C@@H](C)CO)C(=O)c2cc(NC(=O)Cn3cnnn3)ccc2O[C@H]1CN(C)S(=O)(=O)c1cn(C)cn1	-2	-0.1	0	-1	-4	25	15
O=[N+]([O-])c1ccc(Sc2ccccn2)nc1	21	·	-5	4	0	-14	2
O=C(O)c1cnn(-c2nc(-c3ccc(Cl)cc3)cs2)c1C(F)(F)F	6	-0.2	-4	-3	3	-3	3
COc1ccc(CN2CCC(=O)N(CCO)CC2)cc1OC	-9	·	·	0	2	-2	?
O=C(COC(=O)/C=C/c1ccco1)Nc1ncc(Cl)cc1Cl	-1	·	·	-7	3	-6	0
COC(=O)C[C@@H]1OC[C@H](C(C)C)N1S(=O)(=O)c1ccc(C)cc1	·	0.0	-1	·	2	-5	-5
O=C(c1cnccn1)N1CC(=O)N2[C@H](CO)[C@H](c3ccc(C#CCc4ccccc4)cc3)[C@@H]2C1	·	-0.1	2	·	-2	5	-3
COc1cccc(C2/C(=C(/O)c3ccc(C)cc3)C(=O)C(=O)N2Cc2ccco2)c1 (stereo not drawn)	·	·	-1	·	0	-8	-1
COC1=CC(C)C2CC3OC(O)CC4C(C)=C(OC)C(=O)C(C2(C)C1=O)C34C (stereo not drawn)	2	·	1	0	3	-7	-5
CN(C)c1ccc(/C=N/NC(=O)c2sccc2-n2cccc2)cc1	·	0.1	-2	6	3	-6	-2
O=C(Nc1ccccc1[N+](=O)[O-])c1cncc(Br)c1	·	·	-4	·	-12	-4	2
COC(=O)C1=C(C(=O)OC)[N+]2=C3N(C(=O)NC2(C)C)[C@H](CO)C[C@@]32c3ccccc3N(Cc3ccccc3)[C@@H]12	3	0.6	-6	4	7	16	2
Cn1ncc2c(=O)n(CC(=O)NC34CC5CC(CC(C5)C3)C4)cnc21	5	·	-3	-3	3	-6	·
Cc1ccc(NC(=O)CCN2C(=O)C3CCCCC3C2=O)cc1[N+](=O)[O-] (stereo not drawn)	-36	0.2	1	-3	-1	2	-10
COC(=O)[C@]12CCCCC=C1N(CCc1ccc(OC)c(OC)c1)C(=O)[C@H](CC(=O)N1CCCC1)C2	·	-0.2	·	·	-1	38	-13
CCn1c(NC(=O)c2ccccc2)nc2ccccc21	·	8.8	-3	-6	-2	2	-4
CCCn1c(=N)c(S(=O)(=O)c2ccc(F)cc2)cc2c(=O)n3cccc(C)c3nc21	-12	·	3	-6	4	-8	-4
Cc1ccc(C(=O)OCC(=O)N2CC(C)CC(C)C2)cc1S(=O)(=O)N1CCCCC1 (stereo not drawn)	5	-2.0	2	1	11	-2	10
O=C(Cc1ccccc1)N[C@H]1C=C[C@@H](CC(=O)N2CCCCC2)O[C@H]1CO	-2	0.0	7	2	2	-27	-3
COc1ccc(NC(=O)Nc2ccc3c(c2)OC[C@@H](C)NC[C@@H](C)[C@H](OC)CN(C)C3=O)cc1	13	-0.3	-1	-4	1	-7	-4

Printed as active in DENV2 CPE rescue (from the list above):
SMILES	SIRT5 inh	PglD DTNB	ERp5 inh	S100A4 inh HTS	DENV2 CPE rescue
CC(C)c1cn(CC[C@@H]2CC[C@H](NC(=O)C3CCOCC3)[C@H](CO)O2)nn1	-2	·	-3	14	31*

Next records
SMILES	Statin myotox sup	E-selectin induc	SIRT5 inh	PglD DTNB	ERp5 inh	S100A4 inh HTS	DENV2 CPE rescue
COc1ccc(C2(O)CN(c3ccccc3)C3=[N+]2CCS3)cc1OC (stereo not drawn)	·	·	0	·	-2	4	-3
CCC(CC)NC(=O)COC(=O)c1cccc(C)c1O	-4	·	0	0	12	-3	·
c1cc2c(cc1-n1cnnn1)OCO2	8	0.7	-1	1	-4	3	-5
CCCn1c(N)c(C(=O)CN2CCN(S(=O)(=O)c3cccs3)CC2)c(=O)[nH]c1=O	-2	-0.7	·	16	·	·	·
Cc1cccc(NC(=O)CCc2nnc3ccc(NCc4ccco4)nn23)n1	0	·	-4	0	1	0	-4
COc1cccc(S(=O)(=O)N(C)C[C@@H]2OCc3ccccc3-c3ccccc3C(=O)N([C@H](C)CO)C[C@@H]2C)c1	-1	-3.6	3	0	0	2	1
CN(C)C(=O)c1cccc(-c2cnc3sc(NCc4ccc5c(c4)OCO5)nn23)c1	12	2.5	-1	-1	-5	10	-9
CCOC(=O)N1CCN(c2cc(N3CCOCC3)c(F)cc2[N+](=O)[O-])CC1	5	-1.7	·	-6	0	5	-9
CC(=O)Nc1ccc(-c2csc(NC(=O)Cc3cccc(F)c3)n2)cc1	1	15	-2	-10	-2	10	1
Nc1nc(NC(=O)c2ccccc2Cl)nn1-c1ccccc1	·	0.1	0	9	6	-16	8
CN1CCN(c2ccccc2/C=C2/C(=O)Nc3ccccc32)CC1	-15	-0.4	1	-10	1	3	-1
CSc1ccccc1NC(=O)c1cc(C2CC2)on1	-5	0.5	-4	0	2	5	-2
COc1ccc(Cl)cc1NC(=O)Cc1c(F)cccc1Cl	·	·	-2	·	1	12	2
CCOc1ccc(NC(=S)N2c3ccccc3CC2C)cc1 (stereo not drawn)	·	·	0	·	5	6	2
O=C(CCc1nc2ccccc2c(=O)[nH]1)NCCN1C(=O)S/C(=C\c2ccccc2Cl)C1=O	-4	·	-2	0	19	5	7
C[C@@H]1CN([C@@H](C)CO)C(=O)c2cc(-c3ccc(F)cc3)cnc2O[C@H]1CN(C)CC1CCCC1	-23	1.7	-2	-1	7	4	54*
S=C(Nc1ccc(Cl)cc1Cl)N1CCN(c2ccccn2)CC1	1	·	1	1	3	-1	12
COc1cccc(C(=O)Nc2ccc3c(c2)C(=O)N(C)[C@H]2CC[C@H](CC(=O)N[C@@H](C)c4ccccc4)O[C@H]2CO3)c1	24	0.2	4	1	1	-1	-3
CSc1nnc(-c2cc(Br)ccc2N=Cc2c(C)[nH]n(-c3ccccc3)c2=O)c(=O)[nH]1	·	·	·	·	2	-4	-3
CN(C)C(=O)c1cccc(-c2ccc([C@@H]3[C@@H](CO)N(C(=O)C4CC4)[C@H]3C#N)cc2)c1	-2	-0.4	-1	-3	3	5	3
CC(C)(C)OC(=O)CNC(=O)c1nc[nH]c1C(=O)N1CCN(c2ccccc2)CC1	-1	·	-2	-7	4	1	3
O=C(OCc1cc(=O)c(OC(=O)c2ccccc2)co1)c1ccccc1	-1	-0.2	-2	-8	6	-13	4
Cc1ccc(OCCCCn2c(CO)nc3ccccc32)cc1	0	·	-3	1	1	-2	-1
Cc1cccc(C)c1NC(=O)CN(C)C(C)C(=O)NCC(=O)Nc1ccc(F)c(F)c1F (stereo not drawn)	-7	-0.6	-6	-2	-5	4	-6
C[C@H](CO)N1C[C@H](C)[C@H](CN(C)C(=O)Nc2ccc(C(F)(F)F)cc2)Oc2ccc(NC(=O)Nc3ccc4c(c3)OCO4)cc2C1=O	-12	-0.1	-2	0	6	-10	9
Cc1cccc(C)c1NC(=O)C1c2ccccc2OCC(=O)N1CC(F)(F)F (stereo not drawn)	·	-0.2	1	·	4	6	?

These rows are one share of the data; rates above refer to the full screens.
